Pol kappa inh – blocks human DNA polymerase kappa activity; AID 588579; purified Pol kappa, fluorescent DNA synthesis assay, 10 min; 0.53% of 400,000 active; Potency, µM (titrated, usually from 107 µM), inactives show at the highest dose activity, negative = inhibition, hits mostly inhibitors; further: potency means the concentration at half of the fitted maximal effect; on the % scale 0 is the no-effect control and ±100 the full control effect
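Activity was followed as the change in fluorescence between reads at 0 and 10 min after starting the reaction with 50 nM substrate. Beforehand, 10 nM polymerase had been preincubated with compound for 15 min at room temperature.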
BLM inh – inhibitors of human Bloom syndrome helicase BLM | P54132 | 0.2% of 350,000 active | AID 2528 | recombinant BLM DNA unwinding, fluorescence dequenching | Potency, µM (series often up to 56.1 µM), without a hit: top-dose activity change, negative = inhibition, usual class: inhibitors;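 further: potency means the concentration at half of the fitted maximal effect; plate controls were vehicle for no effect and no enzyme for full effect; nearly all actives have a fitted effect of over 35% in size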
Apoferritin bind – candidate novel general anesthetic via apoferritin binding | AID 485281 | apoferritin/1-aminoanthracene competitive binding, fluorescence | P02791 | 0.074% of 350,000 active | Potency, µM (doses to about 77.5 µM), without a hit: at the top dose activity change, negative = displacement, hits mostly inhibitors; further: potency means the concentration at half of the fitted maximal effect; on the % scale 0 is the no-effect control and ±100 the full control effect; nearly all actives have a fitted effect of over 20% in size
Target sequence (P02791 2-175 limits assumed): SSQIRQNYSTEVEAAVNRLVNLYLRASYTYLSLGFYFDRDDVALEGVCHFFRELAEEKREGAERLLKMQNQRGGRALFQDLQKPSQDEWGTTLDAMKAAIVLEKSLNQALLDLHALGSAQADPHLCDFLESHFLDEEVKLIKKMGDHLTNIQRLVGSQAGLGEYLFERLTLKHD
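Read-out: endpoint 1-AMA fluorescence, excitation 380 nm and emission 535 nm, after compounds sit 10 min at room temperature with 10 uM horse-spleen apoferritin in 50% saturated 1-AMA/PBS. Values come from four-parameter Hill fits.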
12-LOX inh – ALOX12 (human) lipoxygenase inhibition; P18054; purified 12hLO, xylenol orange hydroperoxide absorbance; Potency, µM (series often up to 108 µM), for the others: at the top dose activity change, negative = inhibition, usual class: inhibitors; 1.1% of 580,000 active; further: potency means the concentration at half of the fitted maximal effect; on the % scale 0 is the no-effect control and ±100 the full control effect
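Purified human 12hLO at 150 nM in 25 mM Hepes, 0.01% Triton X-100, pH 7.0, preincubated 15 min at room temperature with compound. Reaction started with 40 uM arachidonic acid, 30 min at room temperature. Hydroperoxide measured by Fe-xylenol orange, 573/405 nm absorbance ratio.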
APE1 inh – APE1 (human) endonuclease inhibition | AID 2517 | Potency, µM (series often up to 65.8 µM), inactives show top-dose activity change, negative = inhibition, usual class: inhibitors | P27695 | 0.35% of 350,000 active | recombinant APE1, TAMRA/BHQ-2 abasic DNA cleavage fluorescence;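 further: potency means the concentration at half of the fitted maximal effect; plate controls were vehicle for no effect and reference inhibitor for full effect; nearly all actives have a fitted effect of over 55% in size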
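APE1 at 0.75 nM final was preincubated with compound 15 min at room temperature, then 50 nM double-stranded THF abasic-site substrate (5'-TAMRA/3'-BHQ-2) was added. Fluorescence (ex 525/em 598 nm) was read kinetically; third-minus-first read gave activity.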
ERG-DNA inh – ERG Ets/DNA interaction inhibition | P11308 | fluorescence polarization, His-ERG Ets domain / labelled DNA | Potency, µM (top dose mostly 76.9 µM), for the others: at the highest dose FP activity, negative = inhibition, actives largely listed as inhibitors | 0.028% of 370,000 active | AID 624246; active means well fitted inhibition curve with a large enough effect in the polarisation, with a control signal flat; inconclusive means small, poorly fitted or top-dose-only effect, or effect the other way, or a change in a side signal; inactive means no such curve, though single readings can be large or run the other way; the % refers to the polarisation;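 further: polarization taken with two DNA probes labelled with fluorescein and Texas red; potency means the concentration at half of the fitted maximal effect; % of control where 0% means no effect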
Target sequence (P11308 whole entry, looked up, the tested form may be a part): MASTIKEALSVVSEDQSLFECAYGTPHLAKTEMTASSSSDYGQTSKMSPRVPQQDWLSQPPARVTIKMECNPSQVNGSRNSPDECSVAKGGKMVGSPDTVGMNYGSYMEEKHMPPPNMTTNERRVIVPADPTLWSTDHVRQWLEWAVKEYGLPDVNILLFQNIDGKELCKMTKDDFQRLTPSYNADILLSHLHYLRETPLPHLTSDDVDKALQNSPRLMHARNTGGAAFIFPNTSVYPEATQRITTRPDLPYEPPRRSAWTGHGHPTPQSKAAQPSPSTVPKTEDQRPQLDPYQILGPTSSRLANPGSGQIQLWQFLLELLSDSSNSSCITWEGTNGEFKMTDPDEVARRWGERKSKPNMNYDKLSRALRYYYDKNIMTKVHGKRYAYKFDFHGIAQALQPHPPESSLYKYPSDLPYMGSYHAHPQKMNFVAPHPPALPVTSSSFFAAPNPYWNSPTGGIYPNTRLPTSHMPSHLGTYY
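His-tagged ERG Ets domain (1 uM in the protein solution; 300mM KCl, 50mM Tris-HCl, 1mM EDTA, 1mM DTT, pH 7.5) received compound, then a probe mix of 5 nM fluorescein-DNA and 100nM Texas-615-DNA. Fluorescence polarization was read for both dyes.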
TRHR ag – activates the human TRH receptor | TRHR cells, calcium flux fluo-8, FDSS agonist mode | activation, % at 2 µM | 0.18% of 360,000 active | AID 493084 | P34981; in the data active means activation above about 30%; further: 0% is about no effect
Target sequence (P34981 whole entry, looked up): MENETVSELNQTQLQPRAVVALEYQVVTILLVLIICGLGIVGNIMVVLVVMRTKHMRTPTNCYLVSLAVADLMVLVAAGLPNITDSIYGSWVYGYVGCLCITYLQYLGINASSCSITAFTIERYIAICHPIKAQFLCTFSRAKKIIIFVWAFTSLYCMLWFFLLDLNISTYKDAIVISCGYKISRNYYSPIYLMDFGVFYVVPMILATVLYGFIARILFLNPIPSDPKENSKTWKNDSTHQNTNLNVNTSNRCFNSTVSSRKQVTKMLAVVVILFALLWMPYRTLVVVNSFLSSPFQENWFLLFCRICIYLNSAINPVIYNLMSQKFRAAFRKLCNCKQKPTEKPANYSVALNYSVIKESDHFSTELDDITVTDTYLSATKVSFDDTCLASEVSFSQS
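TRHR-expressing cells, plated overnight in medium with 10% serum, were loaded with fluo-8 calcium dye at room temperature. After a 10 s baseline, library compound was pin-added and calcium release was recorded kinetically (ex 480/em 530) as agonist response.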
POLI inh – inhibitors of human DNA polymerase iota; Q9UNA4; Pol iota fluorescent replication assay, 10 min; Potency, µM (titrated, usually from 115 µM), without a hit: top-dose activity, negative = inhibition, most hits filed as inhibitors; 1% of 390,000 active; further: potency means the concentration at half of the fitted maximal effect
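Pol iota at 10 nM preincubated 15 min with compounds at room temperature; reaction started with fluorescent substrate, 50 nM final. Fluorescence read kinetically at 0 and 10 min; buffer-only wells as negative control.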
POLB inh – inhibitors of human DNA polymerase beta; AID 485314; Potency, µM (series often up to 114 µM), without a hit: top-dose activity change, negative = inhibition, most hits filed as inhibitors; P06746; Pol beta primer extension/strand displacement, fluorescence kinetic; 1.3% of 340,000 active; further: potency means the concentration at half of the fitted maximal effect; on the % scale 0 is the no-effect control and ±100 the full control effect
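10 nM enzyme + cpd, 15 min RT; start with substrate 50 nM final; read 0 min and after 10 min RT. Corrected, normalized data; 4-parameter Hill curve fit.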
Active calls of the source: *; i = inactive; ? = inconclusive; nt = no result given; & = joins results of further samples; [ ] = remark or other dose. Unless noted, the call rests on the fitted dose curve; in most records, active means well fitted curve in the direction sought with a large enough effect; inconclusive means small, poorly fitted or top-dose-only effect, or another doubt; inactive means no such curve, though single readings can be large; an effect the other way counts as inactive or inconclusive.

Structure,12-LOX inh,Apoferritin bind,POLI inh,POLB inh,APE1 inh,BLM inh,TRHR ag,ERG-DNA inh,Pol kappa inh
Cc1ccc(N(CC(N)=O)C2SC(=O)NC2=O)cc1 (configuration not stated),-10%,-3%,-13%,21%,6%,-10%,0.3,-8%,-6%
CCOc1cc(N2CCOCC2)c(OCC)cc1NC(=O)c1cccc(S(=O)(=O)N2CCOCC2)c1,-3%,nt,1%,nt,-13%,nt,nt,-11%,-10%
COCCOC(=O)c1c(NC(=O)CN2CCc3ccccc32)sc(C(N)=O)c1C,11%,-22%,?,-1%,-3%,1%,0.0,8%,-6%
CC(=O)c1ccc(S(=O)(=O)Nc2cccc(-c3ccc(N4CCOCC4)nn3)c2)cc1,-5%,nt,?,nt,-8%,nt,0.3,14%,-30%
O=C(CCS(=O)(=O)c1ccccc1)Nc1nc2cc3c(cc2s1)OCCO3,-24%,?,10%,-17%,23%,-7%,0.3,4%,-5%
CN1CCN(CCc2cn3ncc(C#N)c3nc2-c2ccc(F)cc2)CC1,497%[activator],0%,62%[activator],11%,0%,-2%,0.5,-1%,1%
CC1CCN(S(=O)(=O)c2nnc(NC(=O)c3cccc([N+](=O)[O-])c3)s2)CC1,nt,-8%,?,-29%,-2%,-5%,0.3,12%,8%
CCOc1c2ccc(C(=O)NCCCCc3ccccc3)cc2nn1CC,?,-5%,-24%,38%,5%,-1%,-0.2,2%,-4%
COc1cc(SC)ccc1C(=O)OCC(=O)NCCC1=CCCCC1,-22%,nt,7%,nt,-15%,nt,-0.4,0%,-12%
CCCOc1cccc(C(=O)Nc2nnn(CCC)n2)c1,27%,-15%,3%,1%,-3%,1%,-0.8,4%,7%
CCN(CC)C(=O)[C@H]1C[C@H](CC(=O)NCCCn2ccnc2)C(=O)N2CCc3c([nH]c4ccc(Cl)cc34)[C@]12C,47%[activator],nt,10%,nt,12%,nt,nt,-11%,-6%
COc1ccccc1CNC(=O)C1CCC(=O)N1C(C)C (configuration not stated),i,7%,-14%,14%,0%,-4%,1.2,-7%,3%
COc1ccc(OC)c(C2SCCN2S(C)(=O)=O)c1 (configuration not stated),-21%,-1%,28%,23%,8%,-11%,-0.2,1%,3%
Cc1nc(NC(=O)/C=C/c2ccccc2)sc1C(=O)NCCO,3%,-11%,184%[activator],39%,3%,-7%,-1.2,-6%,1%
COc1cc(C2=Nc3c(c(C)nn3-c3ccccc3)P(=O)(N3CCOCC3)O2)cc(OC)c1OC (configuration not stated),-24%[57.4 µM],8%,19%,-1%,1%,-2%,1.2,nt,-5%
CCNc1ccc(C(=O)OC(C(=O)NC(N)=O)C(C)C)cc1[N+](=O)[O-] (configuration not stated),nt,-5%,46%[activator],6%,-2%,-3%,0.6,-2%,7%
COc1ccc(S(=O)(=O)N(C)CC(=O)NCCCN2CCOCC2)cc1Cl,-3%,-12%,81%[activator],6%,26%[12.4 µM],2%,17,12%,-2%
O=[N+]([O-])c1cccc(C=NN=Cc2ccccc2O)c1,18%,nt,-2%,nt,nt,nt,nt,5%,-10%
COc1ccc(C2CC(=O)c3cc(-c4nc(-c5cccc([N+](=O)[O-])c5)cs4)c(=O)n(-c4ccc(F)cc4)c3C2)cc1 (configuration not stated),-20%,-5%,6%,5%,nt,-3%,1.0,0%,-5%
CC(=O)NC(CCS(C)(=O)=O)C(=O)Nc1cccc(C)c1 (configuration not stated),11%,-1%,2%,7%,-5%,0%,0.5,-14%,-6%
CCn1c(SCC(=O)N2CCCCC2C)nnc1-c1ccc(S(=O)(=O)N2CCN(C)CC2)cc1 (configuration not stated),2%,-21%,2%,-3%,1%,1%,-0.5,7%,-11%
COc1cccc(NC(=O)Nc2ccc(Br)cn2)c1,-10%,-7%,?,17%,-2%,-4%,0.5,4%,-18%
O=C(CCN1C(=O)S/C(=C\c2ccccc2)C1=O)NCCCn1ccnc1,-9%,-7%,7%,16%,7%,-1%,0.2,4%,-6%
Nc1nnc(Cc2c[nH]c3ccccc23)s1,-11%,-14%,52%[activator],2%,-3%,-3%,0.1,2%,-10%
N#CC12COC3(CCCCC3C1(C#N)C#N)OC2=N (configuration not stated),113%[activator],105%[activator],176%[activator],79%,-1%,-3%,0.2,?,-10%
CCC(=O)Nc1cc(-c2nn(C)c(=O)c3ccccc23)ccc1OC,2%,-1%,17%,5%,-1%,-2%,-0.2,-1%,6%
COc1ccc(C2=NN(c3ccc(C(=O)O)cc3)C(c3ccc(OC)c(OC)c3)C2)cc1 (configuration not stated),?,nt,3%,6%,17%,-6%,0.0,-10%,6%
Cc1ccnc(NC(=O)c2ccc(S(=O)(=O)N3CCCC3)cc2)c1,-13%,nt,18%,nt,18%,nt,-0.1,-2%,5%
CC(C)Cn1c(N)c(C(=O)CSc2nc3ncc(Cl)cc3[nH]2)c(=O)n(C)c1=O,?,nt,3%,nt,-6%,nt,0.0,-3%,-14%
COc1cc(NC(=O)c2ccc(C)cc2)ccc1NC(=O)c1cc2ccccc2o1,0%,2%&52%,86%&6%[activator],-16%&3%,-25%,-9%&-11%,-0.7&-0.2,4%&1%,-4%&-5%
Cc1cnc(N)c2c(=O)oc3ccccc3c12,?,-7%,20%,-15%,13%,5%,-0.9,12%,-13%
CN(CC(=O)Nc1c(Cl)cccc1Cl)C(=O)c1cccc(-n2cccc2)c1,-21%&3%,nt,14µM*,nt,4.2µM*,nt,-0.1,-1%,79µM*
O=C1CC(=O)Nc2cc(S(=O)(=O)N3CCOc4ccc(Cl)cc43)ccc2N1,?,-15%&-8%,-17%&4%,6%&1%,26%,0%&2%,0.1&0.0,12%&1%,-2%
O=C(NCc1ccc(Cl)cc1)c1cccnc1,-8%,-9%,1%,30%,14%,-1%,0.4,1%,-10%
O=C(Cn1c(=O)n(Cc2ccco2)c(=O)c2c3c(sc21)CCCCC3)Nc1ccccc1,?,-13%,13µM*,32µM*,11µM*,20µM*,-0.3,1%,?
Cc1cc(Br)ccc1NC(=O)CN(C)C(=O)c1cc(S(=O)(=O)N(C)C)ccc1N1CCCC1,172%[activator],-11%,13%,2%,-10%,-4%,-0.6,6%,-7%
CCOc1ccc(C(=O)Nc2ccc(-c3nc4cc(C)ccc4o3)cc2)cc1,23%&-8%,-12%,-19%,8%,nt,0%,0.2,3%,-5%[60.1 µM]
CN(C)C(=O)N1CCCC(C(=O)NCc2cccs2)C1 (configuration not stated),14%,-6%,-2%,-23%,-1%,-1%,0.7,nt,-3%
COc1ccc(-c2ccc(C(=O)C3CC3)cc2)cc1,-2%,-7%,8%,14%,12%,-5%,0.3,-1%,-3%
CC(C)OC(=O)CCCCCN1C(=O)CSC1=S,0%,-11%,19%,-5%,-3%,-1%,0.5,?,-10%
O=C(NCCCc1ccccc1)c1cnc2n(c1=O)CCS2,-1%,7%,-8%,0%,-2%,-2%,0.4,1%,-12%
N#CC(c1cccc(Cl)c1)c1ccc2c(C(F)(F)F)cc(C(F)(F)F)nc2n1 (configuration not stated),6%,?,9%,16%,6%,0%,0.0,-2%,-16%
COc1ccc(CC(NC(C)=O)C(=O)NC2CCN(C(=O)c3cnccn3)CC2)cc1 (configuration not stated),0%,-8%,21%,5%,-6%,-2%,2.2,-1%,-8%
COc1cc(-c2ccno2)ccc1S(=O)(=O)N1CCN(c2ccc(F)cc2)CC1,-23%&-2%,?,-2%,1%,nt,-8%,-0.1,5%,0%[60.1 µM]
CC(/C=C/c1ccccc1)=N\Nc1nc(C)cc(C)n1,-15%,3%,8%,17%,0%,0%,0.2,-4%,4%
CCn1cc2nc(SCC(=O)Nc3ccccc3F)n(Cc3ccc(C)cc3)c(=O)c2n1,-8%,6%,-1%,-2%,nt,-9%,1.0,-1%,-11%
CC(OC(=O)c1ccc([N+](=O)[O-])o1)C(=O)NC1CCCCC1C (configuration not stated),181%[activator],nt,-6%,nt,-36%,nt,-1.1,1%,-16%
CCOC(=O)Cc1csc(SC(C)C(=O)NCC(=O)Nc2ccc(F)c(F)c2F)n1 (configuration not stated),14%,-6%,16%,65%,-11%,-3%,-1.6,-2%,-6%
Cc1ccccc1-n1c(SCC(=O)N2CCCC2)nnc1-c1ccccn1,-3%,-9%,5%,35%,3%,-1%,-2.5,2%,-13%
CN(C)CCCNC(=S)NCC(c1ccc(Cl)cc1Cl)c1c[nH]c2ccccc12 (configuration not stated),?,4%,25%,?,31%,0%,1.8,-2%,-7%
CN(C(=O)c1ccc(NC(=O)Cc2ccc(NC(=O)C3CCN(C(=O)CCc4ccccc4)CC3)cc2)cc1)C1CCCC1,-22%,nt,18%,nt,nt,nt,nt,-9%,-2%
O=C(Nc1nnc(C2CC2)s1)c1cccs1,-4%,-4%,0%,13%,37%,-4%,0.1,3%,-10%
CC(=O)CSc1nnc2cc(C)c3ccccc3n12,-27%,-8%,64%[activator],39%,-3%,-8%,-0.6,14%,1%
COc1ccc(OC)c(CN2CCN(Cc3cc(OC)c(OC)c(OC)c3)CC2)c1,?,-2%,43%,38%,-17%,4%,-0.2,10%,21%
O=C(O)c1cccc(NC(=S)NC(=O)c2ccc(-c3ccccc3)cc2)c1,?,-21%,31%[activator],18%,-6%,-2%,-0.5,5%,-8%

Bioassay records as filed in PubChem.

The list is partial, so the mix of outcomes need not match the whole.
